Screening data as filed in PubChem.
CXXC DNA block: inhibitors of human MLL CXXC domain-DNA interaction; Potency, µM (titrated, usually from 115 µM), inactives show top-dose activity change, negative = inhibition, most hits filed as inhibitors; Q03164; actives 0.037% (n = 290,000); AID 2662; MLL-CXXC / FITC-HOXA9 DNA fluorescence polarization; active means well fitted inhibition curve with a large enough effect in the polarisation, with a control signal flat, not every such curve was filed as active; inconclusive means small, poorly fitted or top-dose-only effect, or effect the other way, or a change in a side signal; inactive means no such curve, though single readings can be large or run the other way; the % refers to the polarisation
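Steps: dispense CXXC domain solution (7 uM) → pin compounds or unlabeled HOX-A9 DNA control → 5 min ambient → add FLSN-HOX-A9 solution (50 nM) → spin → 30 min ambient → fluorescence polarization. Tris pH 7.5/NaCl/DTT/BSA buffer.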
VP16 counter: inhibits Gal4-VP16 luciferase reporter, ROR gamma counter-screen; Drosophila S2 Gal4-VP16 UAS-luciferase, luminescence, 20 h; Potency, µM (doses to about 53.6 µM), inactives show at the highest dose activity, negative = inhibition, most hits filed as inhibitors; actives 3.5% (n = 310,000); AID 2546;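 further: Gal4-VP16 expression switched on by copper sulfate through the metallothionein promoter; on the % scale 0 is the no-effect control and ±100 the full control effect; nearly all actives have a fitted effect of over 50% in size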
RORgamma inh: blocks mouse ROR gamma transcriptional activity | actives 5.4% (n = 310,000) | AID 2551 | Drosophila S2 Gal4-RORgamma UAS-luciferase reporter, 20 h | Potency, µM (titrated, usually from 53.6 µM), inactives show at the top dose activity change, negative = inhibition, usual class: inhibitors | P51450; further: on the % scale 0 is the no-effect control and ±100 the full control effect; nearly all actives have a fitted effect of over 60% in size
Target sequence (P51450 whole entry, looked up, the tested form may be a part): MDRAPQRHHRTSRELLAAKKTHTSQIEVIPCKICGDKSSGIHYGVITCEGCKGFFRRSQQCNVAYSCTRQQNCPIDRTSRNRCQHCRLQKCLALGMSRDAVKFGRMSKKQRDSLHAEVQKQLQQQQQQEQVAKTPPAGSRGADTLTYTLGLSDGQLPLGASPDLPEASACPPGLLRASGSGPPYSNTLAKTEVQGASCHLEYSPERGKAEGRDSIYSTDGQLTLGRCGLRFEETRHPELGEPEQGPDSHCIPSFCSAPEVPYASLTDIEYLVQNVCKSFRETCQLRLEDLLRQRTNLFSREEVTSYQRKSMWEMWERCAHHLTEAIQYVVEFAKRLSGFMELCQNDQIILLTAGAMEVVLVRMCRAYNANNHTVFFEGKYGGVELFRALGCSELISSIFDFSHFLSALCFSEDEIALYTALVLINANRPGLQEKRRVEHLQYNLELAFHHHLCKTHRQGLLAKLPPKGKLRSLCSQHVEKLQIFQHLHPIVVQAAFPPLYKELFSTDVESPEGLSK
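Drosophila Schneider cells stably carrying a metallothionein-driven Gal4 DBD–ROR gamma fusion and a UAS-Photinus luciferase reporter were exposed to compound for 1 hr, then induced with copper sulfate (700 uM final) for 20 hr at ambient temperature before luminescence reading.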
* = called active by the depositor; ? = inconclusive; / = not tested or not shown; & = joins results of further samples; ! = not active in a repeat; [ ] = another dose, or the depositor's remark. Unless noted, the call rests on the fitted dose curve; in most records, active means well fitted curve in the direction sought with a large enough effect; inconclusive means small, poorly fitted or top-dose-only effect, or another doubt; inactive means no such curve, though single readings can be large; an effect the other way counts as inactive or inconclusive. Potency means the concentration at half of the fitted maximal effect. The list is partial (hit frequency here may not be typical).

The line under a structure holds: VP16 counter	CXXC DNA block	RORgamma inh
NC(Cn1ccc(=O)[nH]c1=O)C(=O)O (stereo not given)
 : /	2.0%	/
Nc1ncnc2c1ncn2[C@@H]1O[C@H](COP(=O)(O)CP(=O)(O)OP(=O)(O)O)[C@H](O)[C@H]1O
 : /	3.5%	/
CCCN1CCCC(c2cccc(O)c2)C1 (stereo not given)
 : /	-4.5%	/
COc1ccc2c(c1O)-c1cccc3c1C(C2)N(C)CC3 (stereo not given)
 : /	0.3%	/
N[C@H](CP(=O)(O)O)C(=O)O
 : -2.1%	/	-6.0%
COP(=S)(OC)Oc1ccc([N+](=O)[O-])cc1
 : 10µM*!	/	11.2µM*!
O=[N+]([O-])/C=C/c1ccccc1
 : ?	/	17.2%
CCCC(C)C1(CC)C(=O)N=C(S)NC1=O (stereo not given)
 : 3.9%	/	?
C[C@@H]1O[C@@H](O[C@H]2CC[C@]3(C=O)C4CC[C@]5(C)[C@@H](C6=CC(=O)OC6)CC[C@]5(O)[C@@H]4CC[C@]3(O)C2)[C@H](O)[C@H](O)[C@H]1O (stereo not given in full)
 : -6.4%	/	0.3%
C=CC(=O)OCCN(C)C
 : -14.7%	/	-7.1%
COCC(=O)N1CCC2(CCCN(Cc3ccncc3)C2)CC1
 : -18.1%	/	-11.3%
CC(C)C[C@H]1C(=O)N2CCC[C@@H]2[C@@]2(O)O[C@](NC(=O)[C@@H]3C=C4c5cccc6[nH]cc(c56)C[C@@H]4N(C)C3)(C(C)C)C(=O)N12
 : -11.9%[17 µM]	/	8.6%[16.9 µM]
CN1[C@H]2CC(=O)C[C@@H]1[C@@H](O)C2
 : -2.6%[17 µM]	/	23.3%[16.9 µM]
CCCBr
 : -1.3%	/	3.5%
CC(C)(C)OO
 : -5.3%&4.0%	/	-3.2%&6.5%
CC(C)OC(=O)C(O)(c1ccc(Cl)cc1)c1ccc(Cl)cc1
 : -3.3%	/	-26.2%
CC(C)CC(C)Nc1ccc(Nc2ccccc2)cc1 (stereo not given)
 : ?	/	?
O=C(O)c1cc(Cl)ccc1Cl
 : -29.6%	/	-18.0%
COc1cc2c(cc1O)CCNC2C (stereo not given)
 : 3.5%	/	0.8%
CCC(Cl)[N+](=O)[O-] (stereo not given)
 : -7.3%	/	2.0%
CC(C)(O)[C@@H]1[C@H]2OC(=O)[C@@H]1[C@]1(O)C[C@H]3O[C@]34C(=O)O[C@H]2[C@@]14C (tested in a mixture with another compound)
 : 2.3%	/	10.9%
CCCCCc1cc(O)c2c(c1)OC(C)(C)[C@@H]1CCC(C(=O)O)=C[C@H]21
 : ?	/	29.0%
O=C1C=C2C=C[C@H]3C[C@@]2(O1)[C@H]1CCCCN31
 : -9.9%[17 µM]	/	?
CCOP(=S)(OCC)Oc1cc(C)nc(N(CC)CC)n1
 : -0.2%	/	0.3%
C=CC(=C)C
 : -8.2%	/	25.1%
CCCN1CCC[C@@H]2Cc3cn[nH]c3C[C@H]21
 : 4.2%	/	-0.7%
CC1(C)C(=O)C=C[C@@]2(C)C1CC(O)[C@]1(C)C2CC[C@@]2(C)C(c3ccoc3)OC(=O)C3O[C@]312 (stereo not given in full)
 : ?	/	?
CC1=C[C@H]2[C@]3(O)C(C=C(CO)C[C@]2(O)C1=O)[C@@H]1C(C)(C)[C@]1(O)[C@H](O)[C@H]3C (stereo not given in full)
 : 1.3%	/	1.9%
CC(C)(C)NC[C@H](O)c1cc(Cl)c(N)c(Cl)c1
 : 9.0%[17 µM]	/	-11.7%[16.9 µM]
CC(C)(C)[C@]1(O)C[C@@H]2OC(=O)CC23C(=O)O[C@@H]2OC(=O)[C@H](O)C231 (stereo not given in full)
 : 3.2%	/	-3.3%
CC(C)(C)C(O)(CCc1ccc(Cl)cc1)Cn1cncn1 (stereo not given)
 : -6.7%	/	3.4%
NCCCP(=O)(O)CC1CCCCC1
 : -25.0%	/	10.1%
CN1CCc2cc3c(cc2C1C1OC(=O)c2c1ccc1c2OCO1)OCO3 (stereo not given)
 : -10.2%	/	10.7%
Cc1[nH]c2ccc(Cl)cc2c1C1=CCNCC1
 : 0.4%	/	-6.5%
CCCCCCC(C)(C)c1ccc([C@@H]2C[C@H](O)CC[C@@H]2CCCO)c(O)c1
 : ?	/	?
CCN1C[C@]2(C)CCC(OC)[C@@]34C5C[C@@H]6CC[C@@](O)(C5C(=O)O6)[C@@H](C(O)C23)[C@@H]14 (stereo not given in full)
 : -1.0%	/	-1.9%
COC(=O)[C@]1(C)CC[C@@]2(C)CC[C@@]3(C)C4=CCc5c(cc(O)c(O)c5C)[C@]4(C)CC[C@@]3(C)C2C1 (stereo not given in full)
 : 15.8µM*	/	?
O=Cc1ccccc1
 : 2.0%	/	-10.3%
CNC(C)Cc1ccccc1OC (stereo not given)
 : -4.5%&-2.1%	/	-10.1%&-0.4%
O=C1NC(=O)c2c1c1c3ccccc3n3c1c1c2c2ccccc2n1C1CCC3O1
 : -11.5%	/	-22.4%
CNC[C@H](O)c1ccc(O)c(OC)c1
 : -1.8%[17 µM]	/	-16.9%[16.9 µM]
O=C(Nc1ccccc1-c1ccc(Cl)cc1)c1cccnc1Cl
 : -3.7%	/	7.5%
COC(=O)[C@H]1C[C@H]2CC[C@H](O)C[C@H]2N1CC1CC1
 : 2.0%	/	14.4%
c1ccc2c(c1)OC[C@@H](C1=NCCN1)O2
 : 1.7%	/	22.4µM*!
N#CCBr
 : -3.1%	/	6.4%
CO[C@H]1[C@@H](O)[C@@H](C)O[C@H](O[C@H]2[C@H](Oc3cccc4c(O)c5c(=O)oc6ccc(C)c7c(=O)oc(c34)c5c67)O[C@H](C)[C@H](O)[C@@H]2O)[C@@H]1O
 : ?	/	11.2µM*
CC(C)[C@@H]1CN[C@H](C(=O)O)[C@@H]1CC(=O)O
 : 10.0%	/	32.7%
CC(C)(O)[C@@H]1C2OC(=O)[C@@H]1[C@]1(O)C[C@H]3O[C@]34C(=O)O[C@H]2[C@]14C
 : -12.6%	/	?
COP(=O)(OC)O/C(=C\Cl)c1cc(Cl)c(Cl)cc1Cl
 : ?	/	-14.8%
NCC[C@H](NC(=O)[C@@H](N)CCCN=C(N)N[N+](=O)[O-])C(N)=O
 : 1.7%	/	1.7%
CCCC[N+]12C3CC(C(CC)[C@H]1O)[C@@H]1C(O)C4(C[C@@H]12)c1ccccc1N(C)C34 (stereo not given in full)
 : 2.2%	/	7.8%
COc1ccc(NC(=O)N2CC3(CCN(C(=O)Oc4ccccc4)CC3)C2)cc1
 : -3.2%	/	-25.2%
NC(N)=Nc1ccc2[nH]c3c(c2c1)C[C@]1(O)[C@@H]2Cc4ccc(O)c5c4[C@]1(CCN2CC1CC1)[C@@H]3O5
 : 8.4%	/	5.5%
O=C(O)c1nn(Cc2ccc(Cl)c(Cl)c2)c2ccccc12
 : -5.5%	/	1.6%
O=C(NC(=O)c1c(F)cccc1F)Nc1ccc(Cl)cc1
 : -18.6%	/	12.2%
ClCC(Cl)Cl
 : -7.7%	/	-5.3%
CC(C)(C)CC(C)(C)c1ccc(O)cc1
 : ?	/	-27.3%
OC[P+](CO)(CO)CO
 : 0.9%	/	-10.7%
Cc1ccc(N=C=O)cc1N=C=O
 : 11.7%	/	?
C[C@@H]1OC=C2[C@@H](O)[C@H]3O[C@H]3C(=O)[C@@]23[C@H]1[C@H]1C2=C([C@@H](O)[C@H]4O[C@@H]4C2=O)[C@@H]3O[C@@H]1C
 : 27.9%[10 µM]	/	-43.7%[10 µM]

Results in RORgamma inh and CXXC DNA block, for some of the entries so far:
smiles | RORgamma inh | CXXC DNA block
CC(C)(C)CC(C)(C)c1ccc(O)cc1 | -27.3% | /
COC(=O)[C@H]1C[C@H]2CC[C@H](O)C[C@H]2N1CC1CC1 | 14.4% | /

Continued:
The line under a structure holds: VP16 counter	CXXC DNA block	RORgamma inh
O=C=NCCCCN=C=O
 : -4.8%	/	-0.6%
CCN(CC)C(=O)N[C@@H]1C[C@H]2c3cccc4[nH]cc(c34)C[C@@H]2N(C)C1
 : 6.7%&-0.5%[17 µM]	/	-8.4%&20.8%[16.9 µM]
CCC[CH2][Sn]([Cl])([Cl])[Cl]
 : -8.8%	/	-6.3%
NC[C@H](CP(=O)(O)O)c1ccc(Cl)cc1
 : -3.0%	/	-8.1%
CC(=O)OC[C@H](N)C(=O)c1ccccc1
 : -5.9%	/	2.7%
CSCC[C@H](NC(=O)[C@@H](NC(=O)CNC(=O)[C@H](CC(=O)O)NC(=O)[C@H](CCSC)NC(=O)[C@@H](N)Cc1ccc(O)cc1)[C@@H](C)O)C(=O)N[C@@H](CO)C(=O)N[C@@H](CCC(N)=O)C(=O)N[C@H](C(=O)O)C(C)C
 : 0.9%	/	3.8%
CN1CC[C@@]2(CCCN(C(=O)c3csnn3)C2)C1
 : 5.4%	/	-5.4%
ClCc1ccccc1
 : 4.1%	/	6.7%
N#Cc1cc(Br)c(O)c(Br)c1
 : -13.2%	/	29.7%
CN(C)C(=O)Cl
 : 26.1%	/	-16.2%
CNCC(N)C(=O)O (stereo not given)
 : -3.8%	/	-2.9%
CC(N)[C@@H](O)c1ccccc1 (stereo not given in full)
 : -9.8%	/	-15.3%
CC1(C)N(O)C(c2ccc(C(=O)O)cc2)=[N+]([O-])C1(C)C
 : 0.2%	/	26.0%
COc1c2c(cc3c1OCO3)C13C=CC(OC)CC1N(C2)CC3O (stereo not given)
 : -3.3%	/	0.5%
CN1CCN(c2ncc3ncc(=O)n(C)c3n2)CC1
 : -3.0%	/	22.3%
CCOC(=O)C(SP(=S)(OC)OC)c1ccccc1 (stereo not given)
 : ?	/	12.6µM*
O=C(c1ccco1)N1CCC2(CC1)CN(Cc1ccncc1)C2
 : -11.7%	/	?
CCCCC/C=C\C/C=C\CCCCCCCCCC(=O)NCCO
 : 3.0%	/	38.2%
C/C=C(\C)C(=O)OC1CC(OC(C)=O)[C@@]2(C(=O)OC)COC3C2[C@@]12CO[C@](O)(C(=O)OC)C2[C@](C)(C12OC1(C)C1CC2OC2OC=C[C@]21O)C3O (stereo not given in full)
 : -13.9%	/	21.7%
ClC(Cl)c1ccccc1
 : 7.5%	/	14.8%
CCOc1cncc(/C=C/CCNC)c1
 : -6.5%	/	3.5%
O=C(Nc1cc(C(F)(F)F)ccc1O)Nc1cc(C(F)(F)F)ccc1O
 : ?	/	-29.1%
CNc1ccccc1C(=O)O
 : -3.6%	/	-21.2%
CCC[C@@H]1CC2=CC(=O)CC[C@]2(C)[C@@H]2CC[C@@]3(C)[C@H](CC[C@]3(O)CCC(=O)O)[C@H]12
 : -1.1%	/	-28.8%
O=P1(Oc2ccccc2)CC(O)C(O)C(COCc2ccccc2)O1 (stereo not given)
 : -5.9%	/	-1.9%
CCCCC/C=C\C/C=C\C/C=C\C/C=C\CCCC(=O)NC(C)C(=O)O (stereo not given)
 : -4.1%	/	-17.3%
O=C(O)COc1cc(Cl)c(Cl)cc1Cl
 : 3.7%	/	2.3%
OC12C3C4CC5C6C4C1C6C(C53)N2CCc1cccc(F)c1 (stereo not given)
 : -0.4%	/	-1.6%
COC(C)C(O)(C(=O)OC1=CCN2CC[C@H](O)[C@H]12)C(C)C (stereo not given in full)
 : 2.0%	/	-11.2%
Nc1ccc([N+](=O)[O-])cc1O
 : ?	/	22.6%

Record cards (already shown). Values in the order: VP16 counter, CXXC DNA block, RORgamma inh
Listed for N#Cc1cc(Br)c(O)c(Br)c1 : -13.2%, /, 29.7%
Listed for ClC(Cl)c1ccccc1 : 7.5%, /, 14.8%
Listed for COc1c2c(cc3c1OCO3)C13C=CC(OC)CC1N(C2)CC3O (stereo not given) : -3.3%, /, 0.5%
Listed for Nc1ccc([N+](=O)[O-])cc1O : ?, /, 22.6%
Listed for C/C=C(\C)C(=O)OC1CC(OC(C)=O)[C@@]2(C(=O)OC)COC3C2[C@@]12CO[C@](O)(C(=O)OC)C2[C@](C)(C12OC1(C)C1CC2OC2OC=C[C@]21O)C3O (stereo not given in full) : -13.9%, /, 21.7%

At a glance, 4 of the compounds above.
The line under a structure holds: VP16 counter	CXXC DNA block	RORgamma inh
O=C(O)COc1cc(Cl)c(Cl)cc1Cl
 : 3.7%	/	2.3%
OC12C3C4CC5C6C4C1C6C(C53)N2CCc1cccc(F)c1 (stereo not given)
 : -0.4%	/	-1.6%
COC(C)C(O)(C(=O)OC1=CCN2CC[C@H](O)[C@H]12)C(C)C (stereo not given in full)
 : 2.0%	/	-11.2%
Nc1ccc([N+](=O)[O-])cc1O
 : ?	/	22.6%
